CAL PDZ FP-1: inhibitors of human CAL PDZ peptide binding; 330,000 tested, 0.02% active; purified CAL PDZ, TMR-peptide fluorescence polarization, 1 h; inhibition, % at 20 µM; AID 504414;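 active = highest replicate inhibition of at least 40%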;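 also: plate controls were DMSO neutral control wells for no effect and unlabeled competitor peptide control wells for full effect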
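System: tagged CAL PDZ domain. Schedule: 1 h room-temperature incubation prior to read. Signal: fluorescence polarization (mP). Measure: percent inhibition from loss of millipolarization.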
SR-BI uptake up: enhances SR-BI lipid uptake from DiI-HDL | 320,000 tested, 0.096% active | activation, % at 12.5 µM | CHO ldlA[mSR-BI] cells, DiI-HDL uptake fluorescence, 3 h; 100 = double the neutral-control signal;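 active = mean replicate activation of at least 60% and every replicate at or above 60%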;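 also: 0% = median plate neutral-control signal and 100% = twice that signal; values of inactives mirror those of a sister screen read the other way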
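System: CHO ldlA[mSR-BI] cells / Medium: HEPES-buffered (25 mM, pH 7.4) F12 plus 0.5% BSA / Probe or stimulus: labelled HDL, 10 µg/mL / Doses: single compound concentration, delivered by pin transfer / Schedule: 3 h, 37 °C / Measured by: DiI fluorescence, bottom read / Measure: cell-associated DiI fluorescence as measure of HDL uptake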
PvdQ inh: P. aeruginosa PvdQ acylase inhibition. 340,000 tested, 0.063% active. inhibition, % at 10 µM. purified PvdQ acylase, fluorescence plate reader; in the data active = inhibition above about 30%, passing the limit was not always enough;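 also: 0% = vehicle neutral wells and 100% = reference inhibitor wells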
PfHsp90 set2: inhibits growth of yeast expressing Plasmodium falciparum Hsp90; inhibition, % at 9.4 µM; S. cerevisiae expressing PfHsp90, BacTiter-Glo ATP, 48 h; yeast lacking PDR1 and PDR3 efflux regulators; AID 504621; 310,000 tested, 0.32% active;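 active = every replicate shows inhibition above about 80%, whatever the replicate mean, limit read from the data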;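 also: 0% = DMSO neutral controls and 100% = 20 µM radicicol positive controls; yeast relying on Plasmodium falciparum Hsp90 in place of its own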
dFosB act: mouse delta FosB homodimer activation | purified delta FosB, TAMRA-CDK5 oligo fluorescence polarization; percent of positive-control signal above neutral wells | activation, % at 25 µM | 340,000 tested, 0.99% active | AID 493131;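 active = mean activation above about 17%, with every replicate also reaching it, limit read from the data, passing the limit was not always enough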;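 also: fluorescence polarization rise as delta FosB binds a TAMRA Cdk5 AP-1 oligo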
NSD2 inh: blocks human histone methyltransferase NSD2. O96028. NSD2 peptide methylation, AlphaScreen, 120 min. inhibition, % at 12.5 µM. 310,000 tested, 0.54% active; in the data active = inhibition above about 50%
CAL PDZ FP-2: inhibitors of human CAL PDZ peptide binding | Q9HD26 | 300,000 tested, 0.92% active | purified CAL PDZ, TMR-peptide fluorescence polarization, 1 h | inhibition, % at 24.9 µM | AID 602252;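 active = mean inhibition of at least 30% with at least half of replicates also reaching 30%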;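 also: 0% = DMSO neutral control and 100% = excess unlabeled competitor peptide PRC23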
Rtt109 HAT inh: inhibitors of Candida albicans Rtt109/Vps75 histone acetyltransferase; purified Rtt109/Vps75, ThioGlo CoA-SH fluorescence, 4 h; inhibition, % at 34.9 µM; 330,000 tested, 0.16% active; AID 540336;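 active = inhibition of at least 50% in every replicate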
Target sequence (Q5AAJ8 whole entry, looked up): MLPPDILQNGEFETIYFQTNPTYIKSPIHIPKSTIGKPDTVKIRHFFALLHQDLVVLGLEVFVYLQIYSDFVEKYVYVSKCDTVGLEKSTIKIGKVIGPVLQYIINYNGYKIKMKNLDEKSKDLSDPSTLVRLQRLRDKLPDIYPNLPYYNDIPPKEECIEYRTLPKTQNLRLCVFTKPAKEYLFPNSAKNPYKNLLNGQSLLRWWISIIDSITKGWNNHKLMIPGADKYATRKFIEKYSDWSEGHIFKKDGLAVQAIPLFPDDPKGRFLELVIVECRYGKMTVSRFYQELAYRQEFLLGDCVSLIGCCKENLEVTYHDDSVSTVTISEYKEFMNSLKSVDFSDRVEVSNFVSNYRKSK
SR-BI DiI inh: blocks mouse SR-BI lipid uptake from DiI-HDL; AID 488896; 320,000 tested, 0.96% active; ldlA[mSR-BI] CHO cells, DiI-HDL uptake fluorescence, 3 h; inhibition, % at 12.5 µM;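 active = mean replicate inhibition of at least 70% and a set share of replicates each scoring 70 or more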;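 also: 0% = median of neutral control wells and 100% = median of positive control wells; values of inactives mirror those of a sister screen read the other way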
Target sequence (Q61009 whole entry, looked up): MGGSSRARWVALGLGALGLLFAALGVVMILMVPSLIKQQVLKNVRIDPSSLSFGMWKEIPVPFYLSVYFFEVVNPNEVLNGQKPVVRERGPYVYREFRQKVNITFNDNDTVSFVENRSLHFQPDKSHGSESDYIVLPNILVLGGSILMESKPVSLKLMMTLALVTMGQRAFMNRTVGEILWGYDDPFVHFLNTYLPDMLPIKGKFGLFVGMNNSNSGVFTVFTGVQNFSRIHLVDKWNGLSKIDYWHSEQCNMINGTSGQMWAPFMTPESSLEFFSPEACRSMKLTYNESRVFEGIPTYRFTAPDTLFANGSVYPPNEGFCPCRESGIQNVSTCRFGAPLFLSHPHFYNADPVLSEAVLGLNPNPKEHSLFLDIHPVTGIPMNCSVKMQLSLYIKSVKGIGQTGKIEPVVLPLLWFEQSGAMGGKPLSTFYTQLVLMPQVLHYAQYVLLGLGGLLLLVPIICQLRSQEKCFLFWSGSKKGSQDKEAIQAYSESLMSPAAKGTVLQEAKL
MITF TRPM1 HTS: activators of MITF-driven TRPM1 promoter activity in SK-MEL-5 cells | 300,000 tested, 0.75% active | AID 588334 | SK-MEL-5 TRPM1-promoter luciferase, 24 h; % of positive control, neutral wells = 0 | activation, % at 12.5 µM;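 active = mean activation of at least 80% with every replicate also reaching 80%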;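 also: 0% = neutral control wells and 100% = parthenolide positive control wells; values of inactives mirror those of a sister screen read the other way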
An asterisk follows results filed as active; . = not tested or not shown.

Structure	CAL PDZ FP-1	SR-BI uptake up	PvdQ inh	PfHsp90 set2	dFosB act	NSD2 inh	CAL PDZ FP-2	Rtt109 HAT inh	SR-BI DiI inh	MITF TRPM1 HTS
CCCCc1nc2cc(C(=O)N3CCCCC3CCNC(C)=O)ccc2o1 (stereo unspecified)	-0.4	0	1	12	-10	0	-5	11	0	-1
CCCOc1ccc(-c2nc(OC)c3ccccc3n2)cc1	0.6	-11	-4	.	-2	-4	-1	1	11	16
CCN(CC)C(=O)CSc1nnc(C2CCCCC2)o1	-2.7	-1	7	32	-2	1	4	8	1	18
COc1cccc(CNC(=O)CN2C(=O)NC(Cc3ccccc3)(c3ccccc3)C2=O)c1 (stereo unspecified)	-1.7	16	-8	27	-5	1	-5	16	-16	4
CC1CCCC(NC(=O)CSC2=Nc3ccccc3C3CC=NN23)C1C (stereo unspecified)	-8.0	-17	-5	-5	-18	-1	-15	-1	17	-8
CC(C)Nc1nnc(SC(C)C(=O)Nc2ccc(Cl)cn2)s1 (stereo unspecified)	-4.0	14	1	4	-8	-1	0	-8	-14	-21
CC(C)(C)NC(=O)N1c2ccccc2Sc2ccccc21	-1.7	-8	7	-3	-4	-1	-2	-7	8	13
c1ccc2c(c1)OCCOCCOCCO2	-3.7	.	-3	22	6	1	0	2	.	-3
O=C(C1CCN(c2nnc(-n3cccc3)s2)CC1)N1CCCCC1	-1.2	10	-3	22	-7	1	5	0	-10	28
Nc1cccc(/C=C/c2ccncc2)c1	-1.8	11	-15	5	3	-1	74*	4	-11	19

A few values from the entries so far:
c1ccc2c(c1)OCCOCCOCCO2 in CAL PDZ FP-1 has -3.7
COc1cccc(CNC(=O)CN2C(=O)NC(Cc3ccccc3)(c3ccccc3)C2=O)c1 (stereo unspecified) in SR-BI DiI inh has -16

Further entries follow.
Structure	CAL PDZ FP-1	SR-BI uptake up	PvdQ inh	PfHsp90 set2	dFosB act	NSD2 inh	CAL PDZ FP-2	Rtt109 HAT inh	SR-BI DiI inh	MITF TRPM1 HTS
C[C@]12CCC(O)CC1=CCC1C2CC[C@]2(C)/C(=N\NC(N)=S)CCC12 (stereo partly specified)	-0.9	-90	-6	-126	4	-3	-3	4	90*	-6
CCN(CC)S(=O)(=O)c1ccc(O)c(NC(=O)CN2CCc3ccccc3C2)c1	-1.7	11	-14	-4	-1	1	45*	2	-11	-3
CCOC(=O)c1cnc2cc(Cl)c(OC)cc2c1NCC1CCCO1 (stereo unspecified)	-3.5	-40	-14	0	-6	1	-6	2	40	4
COc1cc(C(=O)Nc2nnc(-c3sccc3C)s2)cc(OC)c1OC	-1.4	-12	-9	12	17*	-3	-2	2	12	6
Cc1cc(-c2onc3ccc(Cl)cc23)ccc1O	-0.5	.	-8	13	-1	2	.	7	.	27
CC1CCN(C(=O)CNC(=O)Cc2ccccc2)CC1	-2.1	7	-11	.	2	-4	-2	-5	-7	4
COc1ccc(NC(=O)c2ccc(N3CCOCC3)nc2)cc1	-2.4	3	-8	-12	-2	-3	-4	3	-3	8
Cc1ccc(C(=O)NNC(=O)c2cccc3ccccc23)cc1	-1.2	-2	-8	.	8	1	-1	-2	2	21
Cc1cccc(/C=N/NC(=O)c2cc(Br)ccc2OCc2ccccc2)n1	-3.1	.	-7	-71	-12	11	.	-4	.	-20
C=CCn1c(=O)c2c(C)c(C)sc2n2c(Nc3ccc(OC)cc3)nnc12	-0.5	16	1	-12	1	3	-5	-2	-16	2

Continuation:
Structure	CAL PDZ FP-1	SR-BI uptake up	PvdQ inh	PfHsp90 set2	dFosB act	NSD2 inh	CAL PDZ FP-2	Rtt109 HAT inh	SR-BI DiI inh	MITF TRPM1 HTS
CCOc1ccc(NC(=O)CN2CCN(c3ccccc3C)CC2)cc1S(=O)(=O)N1CCCC1	-3.2	-53	-6	.	-5	0	-3	-1	53	-2
Cc1csc(Nc2ccccc2)n1	-0.5	4	11	-4	2	-1	-4	5	-4	14
COCCN(C(=O)CSc1nc2ccccc2c(=O)n1C(C)COC)c1c(N)n(Cc2ccccc2)c(=O)[nH]c1=O (stereo unspecified)	0.1	-9	-16	-14	-10	1	-3	2	9	0
CC(C)(C)NC(=S)NC(C)(C)C	-0.7	10	4	5	0	30	2	7	-10	-2
CCOc1cc(-c2nc(-c3ccncc3)no2)cc(OCC)c1OCC	-2.7	-23	-20	-3	4	.	-2	-8	23	4
OC(COc1ccccc1)CN1CCN(CC(O)COc2ccccc2)CC1 (stereo unspecified)	-1.9	31	-12	13	-9	-5	.	-4	-31	-2
CCC(C)n1c(C)cc(=O)n1C(C)CC (stereo unspecified)	-0.6	-5	-8	-7	0	-1	1	-2	5	-4
CC1CCc2sc(NC(=O)C3CC(Cl)=CCC3C(=O)O)c(C#N)c2C1 (stereo unspecified)	-2.4	1	-8	8	-6	0	-10	23	-1	0
COc1cccc2c1C(=O)c1c(O)c3c(c(O)c1C2=O)CC(O)(C(C)=O)CC3OC1CC(N(C)C)C(O)C(C)O1 (stereo unspecified)	16	-21	-7	98*	-371	28	11	2	21	.
COc1cc(/C=N/NC(=O)c2ccc(NC(=O)C3CCCCC3)cc2)ccc1O	0.9	-45	-5	-15	8	1	-2	-13	45	7

A stretch from further up:
Structure	CAL PDZ FP-1	SR-BI uptake up	PvdQ inh	PfHsp90 set2	dFosB act	NSD2 inh	CAL PDZ FP-2	Rtt109 HAT inh	SR-BI DiI inh	MITF TRPM1 HTS
CC1CCc2sc(NC(=O)C3CC(Cl)=CCC3C(=O)O)c(C#N)c2C1 (stereo unspecified)	-2.4	1	-8	8	-6	0	-10	23	-1	0
COc1cccc2c1C(=O)c1c(O)c3c(c(O)c1C2=O)CC(O)(C(C)=O)CC3OC1CC(N(C)C)C(O)C(C)O1 (stereo unspecified)	16	-21	-7	98*	-371	28	11	2	21	.
COc1cc(/C=N/NC(=O)c2ccc(NC(=O)C3CCCCC3)cc2)ccc1O	0.9	-45	-5	-15	8	1	-2	-13	45	7

Continuation:
molecule | CAL PDZ FP-1 | SR-BI uptake up | PvdQ inh | PfHsp90 set2 | dFosB act | NSD2 inh | CAL PDZ FP-2 | Rtt109 HAT inh | SR-BI DiI inh | MITF TRPM1 HTS
Cc1ccc(NC(=S)N/N=C/c2c(C)nn(-c3ccccc3)c2N2CCCC2)cc1 | -1.5 | -66 | -9 | 5 | -8 | -4 | -1 | -1 | 66 | 8
c1cncc(C(c2nnnn2C2CCCC2)N2CCCC2)c1 (stereo unspecified) | 0.5 | 25 | -3 | 3 | -1 | 1 | 0 | 4 | -25 | -2
CC(C)(C)OC(=O)NC(CO)c1cn([C@@H](Cc2cc3ccccc3[nH]2)C(=O)N2CCN(C(=O)OC(C)(C)C)CC2)nn1 (stereo partly specified) | 0.3 | 9 | -11 | -10 | -14 | . | 1 | 9 | -9 | 1
Cc1nc(N)sc1-c1csc(Nc2ccc(Cl)cn2)n1 | -0.8 | -9 | -8 | -25 | -1 | 1 | 1 | 1 | 9 | 16
COc1ccc(C(=O)NCC(=O)OCC(=O)Nc2ncc(Cl)cc2Cl)cc1[N+](=O)[O-] | 0.9 | -3 | -14 | . | -7 | 2 | -2 | 0 | 3 | -14
O=C(c1ccccc1Cl)N1CCCC(c2nc3c(nnn3Cc3ccccc3)c(=O)[nH]2)C1 (stereo unspecified) | . | 4 | 2 | 11 | -3 | -8 | 0 | 6 | -4 | 3
CCN(CC)S(=O)(=O)c1cccc(NC(=O)CN2C(=O)NC3(CCOc4ccccc43)C2=O)c1 (stereo unspecified) | -1.9 | -21 | -25 | . | -15 | 0 | -1 | 1 | 21 | 5
O=C(/C=C/c1ccc(Cl)cc1)N1CCN(c2ccc(Cl)cc2[N+](=O)[O-])CC1 | 0.1 | 17 | 7 | -4 | 4 | 1 | -3 | 18 | -17 | 4
c1ccc(N=P(c2nc3ccccc3o2)(N2CCOCC2)N2CCOCC2)cc1 | -0.7 | 14 | 14 | 12 | -6 | -1 | 4 | 3 | -14 | 17
C=CCn1c(SC)nccc1=O | 0.1 | -30 | -16 | -6 | -5 | -6 | -3 | 0 | 30 | 18
COCCCN=C1NN=C(c2cc(C)n(Cc3ccco3)c2C)CS1 | -1.5 | -7 | -6 | 5 | -12 | . | -5 | . | 7 | -30
O=[N+]([O-])c1ccccc1/C=N/N1CCN(Cc2ccccc2)CC1 | -1.4 | -3 | 7 | 6 | 6 | 30 | 0 | 9 | 3 | 58
O=C(Nc1ccc(N2CCOCC2)cc1)Nc1ccc2nc(-c3ccco3)c(-c3ccco3)nc2c1 | -2.9 | -66 | 9 | 8 | 0 | 4 | -4 | 5 | 66 | 15
CCOC(=O)c1cc2cc([N+](=O)[O-])ccc2oc1=O | -1.9 | . | 5 | -10 | 2 | -7 | -1 | 36 | . | -5
CC(C)(C)c1cc(C(=O)NNc2cccc(Cl)c2)n(Cc2ccccc2)n1 | -0.5 | -12 | -1 | -2 | -5 | -4 | 66* | -1 | 12 | 20

(more compounds)
molecule | CAL PDZ FP-1 | SR-BI uptake up | PvdQ inh | PfHsp90 set2 | dFosB act | NSD2 inh | CAL PDZ FP-2 | Rtt109 HAT inh | SR-BI DiI inh | MITF TRPM1 HTS
Cc1cc(C)cc(NCCC#N)c1 | -1.4 | 16 | 10 | 2 | -4 | 3 | -2 | 2 | -16 | -11
CCOC(=O)c1ccc(NC(=O)CSc2nnc(CNc3ccc(OC)cc3)n2C)cc1 | -2.6 | -11 | -12 | -18 | -14 | 5 | -3 | -3 | 11 | 13
COc1ccc(OC)c(NC(=O)COC(=O)CCc2ccc(S(=O)(=O)N3CCOCC3)cc2)c1 | -0.3 | 1 | -9 | -10 | -13 | 0 | -3 | -6 | -1 | 8
Cc1ccccc1NC(=O)CN1C(=O)NC(C)(c2ccc3c(c2)OCO3)C1=O (stereo unspecified) | 0.0 | 5 | -4 | -3 | 5 | -1 | -4 | -11 | -5 | 0
COc1cc(NC(=O)CN2C(=O)c3ccccc3S2(=O)=O)cc(OC)c1 | -0.3 | 20 | -13 | . | -4 | 2 | -7 | 1 | -20 | -6
CCCCNC(=O)Nc1cc(C)on1 | -0.3 | 28 | -16 | . | -1 | -1 | . | 10 | -28 | 16
Cc1ccc(NC(=O)COc2ccc(Cl)cc2Cl)cc1S(=O)(=O)N1CCOCC1 | -2.1 | -28 | -1 | -1 | -12 | 2 | . | 15 | 28 | 16

Another view of part of the listing above.
Each structure is followed by: CAL PDZ FP-1 | SR-BI uptake up | PvdQ inh | PfHsp90 set2 | dFosB act | NSD2 inh | CAL PDZ FP-2 | Rtt109 HAT inh | SR-BI DiI inh | MITF TRPM1 HTS
> CCCCNC(=O)Nc1cc(C)on1
→ -0.3 | 28 | -16 | . | -1 | -1 | . | 10 | -28 | 16
> Cc1ccccc1NC(=O)CN1C(=O)NC(C)(c2ccc3c(c2)OCO3)C1=O (stereo unspecified)
→ 0.0 | 5 | -4 | -3 | 5 | -1 | -4 | -11 | -5 | 0

High-throughput results from PubChem.
